# Screening data: PubChem, The Scripps Research Institute Molecular Screening Center
# CHRM1 agonist – agonists of human M1 muscarinic receptor; activation, % at 3 µM; CHO-K1 hM1, Fluo-8 calcium fluorescence, agonist mode; 0% DMSO, 100% acetylcholine EC100; P11229; 360,000 tested, 0.33% active;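 active = activation above the run's mean compound activation plus 3 SD, cut at about 16% in these data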;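 also: peak over basal fluorescence ratio within a 140 s kinetic read after compound addition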
# M4 ag – CHRM4 agonism in calcium assay; activation, % at 3 µM; 360,000 tested, 0.14% active; CHO-K1 hM4/Gqi5, Fluo-8 calcium fluorescence; vehicle 0%, full acetylcholine response 100%;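 active = activation above the run mean over all test wells plus 3 SD, cut at about 32% in these data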;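 also: peak over basal fluorescence ratio per well then scaled between controls; 0% = DMSO wells and 100% = acetylcholine at EC100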
# Target sequence (P08173 whole entry, looked up): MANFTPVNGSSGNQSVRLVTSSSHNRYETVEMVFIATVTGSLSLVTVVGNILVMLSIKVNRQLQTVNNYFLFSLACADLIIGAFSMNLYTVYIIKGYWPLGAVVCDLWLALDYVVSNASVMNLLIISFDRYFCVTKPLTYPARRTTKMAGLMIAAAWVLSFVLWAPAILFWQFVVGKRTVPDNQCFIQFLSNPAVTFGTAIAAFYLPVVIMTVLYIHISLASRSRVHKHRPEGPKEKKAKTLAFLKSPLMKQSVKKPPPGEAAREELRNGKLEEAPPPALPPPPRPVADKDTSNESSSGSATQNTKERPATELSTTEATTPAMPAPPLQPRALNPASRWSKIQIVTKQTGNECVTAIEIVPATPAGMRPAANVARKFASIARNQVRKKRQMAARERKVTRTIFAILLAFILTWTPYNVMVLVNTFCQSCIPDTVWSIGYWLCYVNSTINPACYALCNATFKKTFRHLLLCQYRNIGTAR
# TAAR1 agonist – human TAAR1 agonism; Q96RJ0; CHO RD-HGA16 TAAR1, Fluo-8 calcium fluorescence; vehicle wells 0%, saturating PEA agonist 100%; activation, % at 3 µM; 360,000 tested, 0.99% active; AID 624467;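 active = activation above the mean activation of all test compounds in the run plus 3 SD, cut at about 38% in these data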
#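 Test system: RD-HGA16 (CHO) cells co-expressing Gα16 and hTAAR1 | Doses: Single dose, 3 µM | Schedule: 17-24 h seeding, 75 min 37 °C dye, 30 min RT | Evaluation: % activation from peak over basal fluorescence ratio, DMSO-to-PEA scaled | Technique: Kinetic Fluo-8 calcium fluorescence | Benchmarks: Low control DMSO, high control PEA (EC100)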
# M1 PAM – human CHRM1 positive allosteric modulation. 360,000 tested, 0.088% active. CHO-K1 hM1, Fluo-8 calcium fluorescence, ACh EC20; 0% = ACh EC20, 100% = maximal ACh. activation, % at 3 µM; in the data active = activation above about 19%, passing the limit was not always enough
# CHRM5 PAM – potentiates acetylcholine response at human M5 receptor; P08912; CHO-K1 hM5, Fluo-8 calcium, ACh EC20 PAM; 0% = ACh EC20, 100% = ACh EC100; activation, % at 3 µM; 360,000 tested, 0.3% active;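 active = activation above the run cutoff, the mean activation of all test compounds plus 3 SD, cut at about 18% in these data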
# Target sequence (P08912 whole entry, looked up): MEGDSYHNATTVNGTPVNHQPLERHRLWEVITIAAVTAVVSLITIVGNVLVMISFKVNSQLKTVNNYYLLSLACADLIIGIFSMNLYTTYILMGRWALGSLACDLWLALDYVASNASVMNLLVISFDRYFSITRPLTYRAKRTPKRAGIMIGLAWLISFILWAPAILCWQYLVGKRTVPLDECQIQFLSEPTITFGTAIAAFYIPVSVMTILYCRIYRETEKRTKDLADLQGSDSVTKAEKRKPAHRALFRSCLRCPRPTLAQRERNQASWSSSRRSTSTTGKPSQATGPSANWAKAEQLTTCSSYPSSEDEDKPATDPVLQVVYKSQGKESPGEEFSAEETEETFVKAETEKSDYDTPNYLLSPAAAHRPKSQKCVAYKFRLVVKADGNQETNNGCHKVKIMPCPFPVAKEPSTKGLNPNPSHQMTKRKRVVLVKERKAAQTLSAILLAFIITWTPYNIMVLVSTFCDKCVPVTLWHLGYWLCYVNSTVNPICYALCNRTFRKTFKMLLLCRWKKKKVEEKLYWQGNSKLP
#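 Measured by: Fluo-8 calcium fluorescence; material: human M5 receptor in CHO-K1 cells; schedule: Post-acetylcholine fluorescence recording 140 s; benchmarks: low control EC20 acetylcholine (0%), high control EC100 acetylcholine (100%); read-out: Max/basal fluorescence ratio as % of EC20–EC100 ACh window; compound: single dose, 3 µM nominal final test concentration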
# M4 antag – blocks acetylcholine activation of human M4 receptor; CHO-hM4 cells, ACh EC80, Fluo-8 calcium fluorescence; AID 624125; inhibition, % at 3 µM; 360,000 tested, 0.73% active; P08173;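 active = inhibition above its plate's cutoff, the mean inhibition of sample wells plus 3 SD, cut at about 27% in these data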;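 also: 0% = acetylcholine EC80 with DMSO and 100% = DMSO without agonist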
# M5 antag – blocks acetylcholine activation of human M5 receptor. P08912. CHO-hM5 cells, Fluo-8 calcium fluorescence, ACh EC80. inhibition, % at 3 µM. 360,000 tested, 0.59% active;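 active = inhibition above a per-plate cutoff, the mean of that plate's test compounds plus 3 SD, cut at about 27% in these data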;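 also: 0% = acetylcholine EC80 with DMSO and 100% = DMSO without agonist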
# M5 ag – agonists of human muscarinic M5 receptor (CHRM5) | P08912 | CHO-K1 hM5 cells, Fluo-8 calcium fluorescence; 0% DMSO wells, 100% maximal acetylcholine response | activation, % at 3 µM | 360,000 tested, 0.19% active | AID 624037;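 active = activation above the run's mean over test compounds plus 3 SD, cut at about 23% in these data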;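 also: signal is peak over basal fluorescence ratio across the kinetic read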
# CHRM1 antagonist – human CHRM1 antagonism; P11229; CHO-K1 hM1, Fluo-8 calcium fluorescence, ACh EC80 antagonist; inhibition, % at 3 µM; 360,000 tested, 1.3% active; AID 588852;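 active = percent inhibition above its own plate's cutoff, namely the mean of that plate's compound wells plus 3 SD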;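 also: peak over basal fluorescence ratio during 140 s after agonist addition; 0% = ACh EC80 plus DMSO and 100% = DMSO alone without agonist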
# An asterisk follows results filed as active; x = not tested or not shown. Not all compounds are listed. The share of hits here may be higher or lower than overall.
# Order of results: CHRM1 agonist	M4 ag	TAAR1 agonist	M1 PAM	CHRM5 PAM	M4 antag	M5 antag	M5 ag	CHRM1 antagonist
> CCCC(CCC)C(=O)Nc1ccc2c(c1)N(C(=O)CN1CCN(C)CC1)c1ccccc1CC2
→ -15	1	3	-38	-19	44*	31*	-11	78*
> Clc1cccc(-c2nc3c4ccccc4ccn3c2CC2CCCCC2)c1
→ -3	3	0	3	-5	0	-3	0	-25
> COc1ccc(C(=O)OCC(=O)NCCCc2ccccc2)cc1OC
→ -2	0	0	10	-4	2	11	-2	-15
> COc1ccc([N+](=O)[O-])cc1NC(=O)c1csc(C)c1
→ -5	1	0	8	-3	-2	4	-5	-6
> COc1cc(C(C)=O)ccc1OCC(O)CN1CCN(c2ccc(C)c(C)c2)CC1 (centres undefined)
→ -4	4	7	2	-4	3	10	-1	-4
> COc1ccc(CCNC(=O)C2CCN(S(=O)(=O)c3cc(OC)ccc3OC)CC2)cc1
→ -1	6	10	9	-1	-4	-2	3	-5
> COc1ccc(-n2ncc3c(N4CCCCC4)ncnc32)cc1
→ 1	11	x	-1	-9	-15	3	4	-2
> CC(C)CCNC(=O)CN(C(=O)Cn1nnc(-c2ccccc2F)n1)c1cccc2c1CCCC2
→ -3	1	9	-7	-6	7	12	-1	7
> CCCNC(=O)C1(S(=O)(=O)c2ccccc2)CC=CC1
→ -4	1	13	5	0	2	8	-1	-4
> O=C(Nc1cccc(S(=O)(=O)N2CCCCC2)c1)c1ccc(S(=O)(=O)C(F)F)cc1
→ -6	14	11	-15	-12	2	18	1	29
> COc1ccccc1Cc1c(-c2ccc(C#N)cc2)nc2c(C)cc(Br)cn12
→ -6	-1	-1	1	-9	0	1	-2	-15
> Cc1ccc(C(=O)N2C(CC(=O)Nc3ccc(Cl)cc3)C(=O)NC3CCCCC32)cc1 (centres undefined)
→ 1	12	8	0	-12	1	9	2	-2
> C[C@H](NC(=O)c1nc[nH]c1C(=O)N[C@@H](C)C(=O)OC(C)(C)C)C(=O)OC(C)(C)C
→ -4	2	3	-3	5	12	13	-3	12
> O=C(Nc1cc2c(oc1=O)CCCC2=O)c1cccc(Cl)c1
→ -3	0	4	8	2	2	-3	4	-4
> COC(=O)COc1ccc(NC(=O)c2ccco2)cc1
→ -2	0	0	0	0	-1	10	2	0
> CCCCC(=O)NC(=S)Nc1cccc(C(=O)O)c1
→ -7	1	6	2	7	-5	-4	1	-6
> Cc1cccc(C(=O)NNC(=O)c2cccc(C)c2)c1
→ -7	1	-1	11	0	2	1	2	-6
> Cc1ccc(S(=O)(=O)N2CCOC2CNC(=O)C(=O)NCc2ccco2)cc1 (centres undefined)
→ -5	1	1	2	2	-6	-3	1	-10
> O=C(NCCN1CCOCC1)c1ccc(/C=C2\Sc3ccccc3N(Cc3ccccc3F)C2=O)cc1
→ -2	19	12	-7	-12	8	17	-4	20
> COc1ccc(OCC(=O)NNC(=O)C2CCCO2)cc1 (centres undefined)
→ -1	1	-1	4	2	3	-3	0	-3

# Only TAAR1 agonist and M5 ag (two entries from above):
SMILES	TAAR1 agonist	M5 ag
COc1ccccc1Cc1c(-c2ccc(C#N)cc2)nc2c(C)cc(Br)cn12	-1	-2
Cc1ccc(C(=O)N2C(CC(=O)Nc3ccc(Cl)cc3)C(=O)NC3CCCCC32)cc1 (centres undefined)	8	2

# Next part
# Order of results: CHRM1 agonist	M4 ag	TAAR1 agonist	M1 PAM	CHRM5 PAM	M4 antag	M5 antag	M5 ag	CHRM1 antagonist
> COCCCNC(NC(=O)c1ccc(Br)cc1)C(Cl)(Cl)Cl (centres undefined)
→ -4	5	6	4	-5	-2	-4	3	9
> CCOc1ccc(NC(=O)CSc2nnc(C)n2C2CC2)cc1S(=O)(=O)N1CCCC1
→ -5	0	-1	2	4	4	0	4	6
> Cc1cc(S(=O)(=O)N2CCCCC2)ccc1OCC(=O)N1CCOCC1
→ -1	1	4	10	7	-3	-6	-2	-17
> O=C(N/N=C/c1cccn1-c1ccccc1)c1ccncc1
→ 0	2	9	9	-7	2	-18	-2	-9
> NC1=CC(=O)C(=O)c2ccccc21
→ -2	1	1	4	2	-2	4	5	-9
> COc1cccc(NC(=O)C(Sc2nnc(Nc3ccccc3C)s2)c2ccccc2)c1 (centres undefined)
→ -6	0	-1	2	-6	8	12	-2	-3
> Cc1cccc(-n2ccnc2SCC(=O)Nc2cccc(S(=O)(=O)NC3=NCCC3)c2)c1C
→ -4	4	0	-6	0	5	1	-5	13
> CC(=O)c1ccc(N2CCN(C(=O)/C=C/c3ccc(S(=O)(=O)NCc4ccco4)cc3)CC2)cc1
→ -3	21	15	-16	-34	38*	23	-6	39*
> Cc1noc(C)c1COc1ccccc1C(=O)N1CCN(S(=O)(=O)c2ccc(C(C)C)cc2)CC1
→ -7	5	2	1	-6	-20	-1	-3	-11
> CC(=O)Nc1cccc(NC(=O)Nc2ccc(C)c(Cl)c2)c1
→ 0	9	9	9	-1	4	9	-1	-5
> Cc1c(N(C(=O)Cc2cccs2)C2(C(=O)NC3CCCC3)CCCCC2)c(=O)n(-c2ccccc2)n1C
→ -4	1	0	9	2	-7	7	0	-18
> Cn1c(=O)cc(OCC(=O)N2CCN(c3ccccc3F)CC2)c2ccccc21
→ -3	2	2	5	4	-5	-17	2	-6
> CCn1c(CNC(=O)c2ccco2)nnc1SCC(=O)Nc1cc(C(F)(F)F)ccc1Cl
→ -6	1	8	6	1	-1	3	-2	0
> CC1=NCCN1CCNC(=O)Nc1ccc(C(C)(C)C)cc1
→ -6	0	5	12	11	2	-5	-15	-20
> Cc1ccc(NC(=O)CC(C)c2ccccc2)cc1S(=O)(=O)N1CCOCC1 (centres undefined)
→ 2	7	6	2	-3	-5	15	4	-11
> COc1cc(NC(=O)COC(=O)CO/N=C(\C)c2ccc3c(c2)OCO3)cc(OC)c1OC
→ 3	6	13	2	-1	-17	3	6	-12
> Cc1[nH]n(-c2ccc(Cl)cc2)c(=O)c1N=Nc1cccnc1
→ -2	1	1	7	8	-4	-6	-3	-10
> Cc1cc(C)n2nc(S(=O)(=O)Nc3c(Cl)cccc3Cl)nc2n1
→ -6	1	3	12	0	2	-3	0	-3
> COC(=O)c1ccc(COC(=O)CNC(=O)CNC(=O)c2ccc(C)cc2)cc1
→ -4	0	7	11	5	4	8	-6	-13
> C#CCN1C(=O)C(O)(CC(=O)c2ccc3c(c2)OCCO3)c2ccccc21 (centres undefined)
→ 4	3	2	11	-3	-10	0	3	-18

# For convenience, 6 of the compounds above:
# Order of results: CHRM1 agonist	M4 ag	TAAR1 agonist	M1 PAM	CHRM5 PAM	M4 antag	M5 antag	M5 ag	CHRM1 antagonist
> O=C(Nc1cccc(S(=O)(=O)N2CCCCC2)c1)c1ccc(S(=O)(=O)C(F)F)cc1
→ -6	14	11	-15	-12	2	18	1	29
> COc1ccccc1Cc1c(-c2ccc(C#N)cc2)nc2c(C)cc(Br)cn12
→ -6	-1	-1	1	-9	0	1	-2	-15
> Cc1ccc(C(=O)N2C(CC(=O)Nc3ccc(Cl)cc3)C(=O)NC3CCCCC32)cc1 (centres undefined)
→ 1	12	8	0	-12	1	9	2	-2
> C[C@H](NC(=O)c1nc[nH]c1C(=O)N[C@@H](C)C(=O)OC(C)(C)C)C(=O)OC(C)(C)C
→ -4	2	3	-3	5	12	13	-3	12
> O=C(Nc1cc2c(oc1=O)CCCC2=O)c1cccc(Cl)c1
→ -3	0	4	8	2	2	-3	4	-4
> COC(=O)COc1ccc(NC(=O)c2ccco2)cc1
→ -2	0	0	0	0	-1	10	2	0

# (more compounds)
# Order of results: CHRM1 agonist	M4 ag	TAAR1 agonist	M1 PAM	CHRM5 PAM	M4 antag	M5 antag	M5 ag	CHRM1 antagonist
> CCCCCC(=O)NNC(=O)c1ccc(-c2ccccc2)cc1
→ -2	0	4	11	4	-2	5	-1	-9
> N#C/C(=C/c1ccco1)c1nc2ccccc2s1
→ -5	0	1	2	-3	6	2	-1	0
> Cc1cc(F)ccc1S(=O)(=O)Nc1ccccc1C(=O)Nc1ncn[nH]1
→ -5	-1	6	-1	-7	1	3	-5	2
> Nc1nc(Cl)cc(N2CCOCC2)n1
→ 0	0	12	1	5	-4	-3	-1	3
> S=c1nc(COc2ccccc2)[nH]c2ccccc12
→ -4	1	-1	2	0	-20	-3	-2	2
> COc1ccccc1OC(C)C(=O)NNC(=S)NC1CCCC1 (centres undefined)
→ 0	5	5	-9	-13	-1	1	-3	5
> O=C(CCl)Nc1ccc2c(c1)OCO2
→ -7	1	-4	14	-3	4	6	-1	-10
> CC(C)(C)NS(=O)(=O)c1ccc(NC(=O)C2CCCCC2)cc1
→ -2	2	6	9	-2	-4	9	-4	-9
> NS(=O)(=O)c1cc(Br)c2c(c1)S(=O)(=O)NCN2
→ -4	0	1	-1	-4	9	7	0	12
> COCCn1c(C)cc(C(=O)COC(=O)/C=C/c2ccc(OC)cc2OC)c1C
→ -2	3	5	9	12	-3	-9	6	-22
> CCN(CC)C(=O)CSc1nnc2nnc3cc(OC)ccc3n12
→ -3	3	1	16	9	7	-5	4	-15
> Cc1ccc(C)c(S(=O)(=O)Nc2cccc(-n3cnnn3)c2)c1
→ -3	2	1	4	-7	4	7	-2	-7
> Cc1ccc(OCCC(=O)N(CC(=O)Nc2ccccc2C(F)(F)F)Cc2ccco2)cc1
→ -4	6	-2	7	2	3	1	-1	-6
> CCOc1c(Br)ccc2c1sc1nc[nH]c(=O)c12
→ 5	3	12	10	4	0	-14	1	-56
> Cc1cs/c(=N\N=C\c2cccc([N+](=O)[O-])c2)n1Cc1ccco1
→ 0	0	2	1	-6	0	3	1	1
> Cc1cccc(N(C)S(=O)(=O)c2ccc3c(c2)CCC(=O)N3)c1
→ -5	3	3	2	-1	-4	-10	0	-6
> CC(C)c1ccc(C(=O)NC(=S)Nc2ccc3[nH]c(=O)[nH]c3c2)cc1
→ -2	-1	0	-4	-1	-1	10	-8	6
> COc1ccc(N2CCN(S(=O)(=O)c3cc4c(cc3C)N(C(C)=O)CCO4)CC2)cc1
→ -4	3	2	-1	-2	-2	-3	3	-5
> CCOC(=O)c1nnn(-c2nonc2N)c1-c1cccs1
→ -8	0	5	1	1	2	-3	-6	-21

# Filtered by structure, the compounds so far with two or more sulfur atoms
# Order of results: CHRM1 agonist	M4 ag	TAAR1 agonist	M1 PAM	CHRM5 PAM	M4 antag	M5 antag	M5 ag	CHRM1 antagonist
> O=C(Nc1cccc(S(=O)(=O)N2CCCCC2)c1)c1ccc(S(=O)(=O)C(F)F)cc1
→ -6	14	11	-15	-12	2	18	1	29
> CCOc1ccc(NC(=O)CSc2nnc(C)n2C2CC2)cc1S(=O)(=O)N1CCCC1
→ -5	0	-1	2	4	4	0	4	6
> COc1cccc(NC(=O)C(Sc2nnc(Nc3ccccc3C)s2)c2ccccc2)c1 (centres undefined)
→ -6	0	-1	2	-6	8	12	-2	-3
> Cc1cccc(-n2ccnc2SCC(=O)Nc2cccc(S(=O)(=O)NC3=NCCC3)c2)c1C
→ -4	4	0	-6	0	5	1	-5	13
> NS(=O)(=O)c1cc(Br)c2c(c1)S(=O)(=O)NCN2
→ -4	0	1	-1	-4	9	7	0	12
